# dFosB act: enhances mouse delta FosB homodimer DNA binding | P13346 | purified delta FosB, TAMRA-CDK5 oligo fluorescence polarization; percent of positive-control signal above neutral wells | activation, % at 25 µM | 0.99% of 340,000 active;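 active = mean activation above about 17%, with every replicate also reaching it, limit read from the data, passing the limit was not always enough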;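 note: fluorescence polarization rise as delta FosB binds a TAMRA Cdk5 AP-1 oligo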
# PvdQ acylase: P. aeruginosa PvdQ acylase inhibition; 0.063% of 340,000 active; purified PvdQ acylase, fluorescence plate reader; inhibition, % at 10 µM; in the data active = inhibition above about 30%, passing the limit was not always enough;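 note: 0% = vehicle neutral wells and 100% = reference inhibitor wells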
# C-LANA FP: blocks KSHV LANA C-terminal domain binding to DNA; MBP-C-LANA/FAM-LBS DNA binding, fluorescence polarization; inhibition, % at 9 µM; 0.078% of 340,000 active; AID 504423;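 active = highest replicate inhibition at or above 60% at 9 µM, even if other replicates fall short; inactive = all replicates below 60% inhibition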;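 note: 0% = neutral control wells and 100% = 4 µM acridine orange control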
# NSD2 inh: inhibitors of human histone methyltransferase NSD2; NSD2 peptide methylation, AlphaScreen, 120 min; inhibition, % at 12.5 µM; 0.54% of 310,000 active; AID 743445; in the data active = inhibition above about 50%
# RTF Ca sens inh: cardiac RTF calcium desensitization; P19429+P45379; IANBD-labeled cardiac RTF, Ca2+ fluorescence; inhibition, % at 7.15 µM; 0.12% of 340,000 active; AID 493244;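 active = inhibition above the mean inhibition of all tested compounds plus 3 SD, cut at about 17% in these data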;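 note: assay run at fixed EC70 calcium of 1.6 mM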
# PfHsp90 yeast 2: inhibits growth of yeast expressing Plasmodium falciparum Hsp90; S. cerevisiae expressing PfHsp90, BacTiter-Glo ATP, 48 h; yeast lacking PDR1 and PDR3 efflux regulators; 0.32% of 310,000 active; inhibition, % at 9.4 µM;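 active = every replicate shows inhibition above about 80%, whatever the replicate mean, limit read from the data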;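 note: 0% = DMSO neutral controls and 100% = 20 µM radicicol positive controls; yeast relying on Plasmodium falciparum Hsp90 in place of its own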
# Mot1-301 SUMO: inhibitors of SUMOylation pathway: yeast Mot1-301 growth rescue; AID 2716; 1% of 320,000 active; S. cerevisiae Mot1-301 growth rescue, ATP luminescence, 38.5C; percent above DMSO median, 100 means doubled; growth rescue, % at 18.8 µM;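 active = every valid replicate shows activation above 250% relative to neutral control wells; inactive = the rest, any valid replicate at or below 250%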;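 note: OY570 slx delta 5 strain wells were the positive control but not used for scaling; some compounds called inactive have numbers as strong as hits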
# RTF Ca sens act: cardiac RTF calcium sensitization; IANBD-labeled TnC RTF fluorescence at EC20 calcium; 0% EC20 calcium, 100% full calcium; activation, % at 7.2 µM; 0.24% of 340,000 active;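 active = activation above the mean over all tested compounds plus 3 SD, cut at about 30% in these data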;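 note: rise in fluorescence read as greater calcium sensitivity of cardiac thin filaments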
# Rtt109 HAT inh: inhibitors of Candida albicans Rtt109/Vps75 histone acetyltransferase; Q5AAJ8; purified Rtt109/Vps75, ThioGlo CoA-SH fluorescence, 4 h; inhibition, % at 34.9 µM; 0.16% of 330,000 active;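 active = inhibition of at least 50% in every replicate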
# Target sequence (Q5AAJ8 whole entry, looked up): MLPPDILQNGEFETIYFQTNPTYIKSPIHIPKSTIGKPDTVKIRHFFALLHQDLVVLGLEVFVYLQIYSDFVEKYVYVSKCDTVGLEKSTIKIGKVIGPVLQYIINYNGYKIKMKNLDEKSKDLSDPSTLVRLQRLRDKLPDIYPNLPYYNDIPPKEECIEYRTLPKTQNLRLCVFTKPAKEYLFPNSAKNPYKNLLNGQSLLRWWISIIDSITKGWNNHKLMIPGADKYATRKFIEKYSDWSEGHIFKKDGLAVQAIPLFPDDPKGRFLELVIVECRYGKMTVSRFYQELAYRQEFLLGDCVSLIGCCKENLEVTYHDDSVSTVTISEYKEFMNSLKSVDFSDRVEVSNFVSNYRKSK
# Keap1 Nrf2 FP: disrupts human Keap1 binding to Nrf2 peptide. 0.15% of 340,000 active. inhibition, % at 9.4 µM. Q14145. Keap1 Kelch-Nrf2 peptide fluorescence polarization, 1536-well; in the data active = inhibition above about 12%;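 note: human Keap1 Kelch domain with fluorescein labeled Nrf2 9mer peptide probe; 0% = neutral control wells and 100% = peptide positive control; higher means more block of Keap1 binding to Nrf2 peptide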
# Target sequence (Q14145 whole entry, looked up, the tested form may be a part): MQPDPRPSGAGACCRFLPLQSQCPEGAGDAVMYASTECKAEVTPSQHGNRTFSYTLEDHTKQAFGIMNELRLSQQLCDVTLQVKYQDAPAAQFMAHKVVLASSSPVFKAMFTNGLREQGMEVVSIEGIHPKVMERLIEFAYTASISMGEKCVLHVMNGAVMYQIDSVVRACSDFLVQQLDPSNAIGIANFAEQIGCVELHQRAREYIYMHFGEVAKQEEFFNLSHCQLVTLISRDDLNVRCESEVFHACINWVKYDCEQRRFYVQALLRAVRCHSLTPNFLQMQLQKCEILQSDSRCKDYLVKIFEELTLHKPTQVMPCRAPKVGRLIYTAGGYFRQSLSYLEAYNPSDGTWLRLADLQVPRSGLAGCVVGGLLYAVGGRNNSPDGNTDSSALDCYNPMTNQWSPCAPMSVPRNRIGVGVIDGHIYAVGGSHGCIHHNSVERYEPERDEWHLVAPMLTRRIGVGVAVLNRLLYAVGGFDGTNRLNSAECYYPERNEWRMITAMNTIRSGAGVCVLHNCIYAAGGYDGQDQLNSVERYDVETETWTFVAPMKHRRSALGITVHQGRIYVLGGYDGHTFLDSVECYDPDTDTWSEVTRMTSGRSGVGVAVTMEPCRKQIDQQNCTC
# CDK5 inh: CDK5/p35 (human) kinase inhibition; inhibition, % at 10 µM; Recombinant CDK5/p35, ADP-Glo luminescence, 60 min; 0.01% of 330,000 active; Q00535+Q15078; AID 488839;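 active = highest replicate inhibition of at least 50% and at least 75% of replicates reaching 50%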;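 note: plate controls were DMSO neutral control for no effect and GW8510 at 10 µM for full effect; many of its hits are not listed in these tables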
# * hit, by the source's call; . = not tested or not shown.
SMILES,dFosB act,PvdQ acylase,C-LANA FP,NSD2 inh,RTF Ca sens inh,PfHsp90 yeast 2,Mot1-301 SUMO,RTF Ca sens act,Rtt109 HAT inh,Keap1 Nrf2 FP,CDK5 inh
CCC(C)(c1ccc(C=O)s1)c1ccc(C=O)s1,-5.6,2.9,0.8,-0.7,-3.4,14.2,0.2,-2.3,-2.3,-1.4,0.9
Cc1cccc(C(=O)NCC(c2ccco2)N2CCc3ccccc32)c1 (centres undefined),-3.2,-14.1,1.8,2.9,-3.6,-8.8,-5.0,-11.6,3.3,-3.0,0.4
COc1ccc(C(C)=O)c2c(O)cccc12,8.4,4.3,0.4,-3.2,5.0,-3.5,-5.5,-7.6,-0.9,-2.2,1.1
Cn1c(SCC(=O)N/N=C/c2ccc([N+](=O)[O-])s2)nnc1-c1ccc(Cl)cc1,-7.5,-16.4,-1.9,11.1,-8.4,105.3*,957.8*,3.1,-7.2,-4.8,-1.6
COc1ccc(CNC(=O)C/C(C)=N/NC(=O)C(c2ccccc2)c2ccccc2)cc1,-4.4,-1.7,-1.0,2.9,1.2,10.1,-12.1,-3.1,21.4,-3.0,0.4
CCN1C(=O)c2cccc3c(S(=O)(=O)NC(Cc4ccccc4)C(=O)O)ccc1c23 (centres undefined),-5.9,-9.4,-1.2,1.4,-6.7,6.1,202.7,-4.9,-150.2,-2.5,0.8
Cc1nc(C(C)NC(=O)c2cc(COc3ccc(C)c(C)c3)on2)c(C)s1 (centres undefined),-12.9,-12.1,-0.4,-4.7,-4.6,-59.3,-5.3,-3.2,-3.3,-3.5,0.8
O=C1Nc2ccccc2C1=NN1CCCCCC1,-2.4,-2.5,-1.5,10.9,8.2,-1.2,.,1.7,2.2,-1.9,-1.0
CN(C)S(=O)(=O)c1cc(NC(=O)[C@H](Cc2ccccc2)N2C(=O)c3ccccc3C2=O)ccc1Cl,1.7,4.7,4.4,23.7,-7.4,17.0,8.0,1.0,-17.3,-2.1,0.1
CCOC(=O)c1cnc(SC)nc1Oc1cccc(NC(=O)c2cccc(Cl)c2Cl)c1,5.0,-2.0,-0.3,-0.5,-0.1,-11.5,-9.2,-0.2,-10.8,-4.0,0.2
CCn1cc(C(=O)OC)c(=O)c2cc(S(=O)(=O)N(C)C3CCCCC3)ccc21,-5.3,-2.9,-0.7,0.7,-1.8,14.8,9.6,-2.6,3.1,-2.7,0.4
CCC(C(=O)NCc1ccco1)N(C(=O)CNS(=O)(=O)c1ccc(F)cc1)c1ccccc1F (centres undefined),-2.2,-12.1,0.1,0.5,-9.0,21.2,234.2,-1.3,11.1,-4.5,1.6
O=C(OCC(=O)N1CCCC1=O)c1ccc(Cl)cc1[N+](=O)[O-],4.4,-15.8,-1.0,0.8,-2.8,-3.1,105.0,0.5,-7.5,-1.7,-0.8
COc1ccc(C(=O)CSc2nnc(CN3CCCC3)n2-c2ccc(F)cc2)c(OC)c1,-14.5,-10.0,-1.7,-0.8,12.7,-17.6,19.7,-6.9,2.2,-2.8,0.3
Cc1ccc(OCc2cc(C(=O)N3CCN(C)C[C@@H]3c3ccccc3)no2)cc1C,2.0,-2.8,0.2,-0.6,-2.9,-9.4,20.7,-0.9,-2.5,-2.0,1.5
COc1cc(C(N)=O)cc(Cl)c1OCc1ccccc1,-7.2,-7.4,-1.1,-4.0,-11.1,12.6,12.5,-2.3,1.5,0.3,2.2
O=C1CC(=O)Nc2cc(S(=O)(=O)Nc3cccc(C(F)(F)F)c3)ccc2N1,-3.6,-10.7,-1.0,8.5,-9.3,5.1,13.5,0.5,-3.1,-1.2,1.0
Cc1cccc(NC(=S)N2CCC(C(N)=O)(N3CCCCC3)CC2)c1C,1.1,-1.1,-0.7,-1.9,0.7,34.3,120.9,0.7,18.1,-1.4,-1.5
Cc1ccc(F)cc1NC(=O)/C=C/c1ccc(S(=O)(=O)N2CCOCC2)cc1,0.9,-11.0,0.3,1.2,-8.2,1.0,-8.5,5.7,-1.2,0.7,1.0
O=C(C1=NN(c2ccccc2)C2C(=O)N(c3ccc(Cl)cc3)C(=O)C12)c1ccccc1 (centres undefined),-4.1,-14.8,4.3,-3.7,-30.2,-36.4,185.4,38.3*,-24.4,-4.5,0.2
Cc1ccc(N(C)S(=O)(=O)c2cccc(C(=O)NCC(c3ccco3)N3CCCC3)c2)cc1 (centres undefined),-3.8,0.2,-0.8,1.6,2.2,17.9,9.5,1.7,5.5,-9.5,-0.7
Cc1ccc(C(C(=O)NC2CCCCC2)N(CC2CCCO2)C(=O)CCCC(=O)Nc2ccccn2)cc1 (centres undefined),-12.8,-16.2,-0.4,-3.9,-3.9,-42.5,6.0,-1.2,-7.9,-6.1,-0.5
CNc1nc(-c2c(C)n(C)c3ccc(OC)cc23)cs1,-14.8,7.6,2.6,-0.7,-5.0,-3.9,-2.8,-2.2,-0.2,-1.9,0.6
COC(=O)c1scc(S(=O)(=O)C(C)(C)C)c1N,1.4,-2.7,0.3,-3.6,-6.5,1.2,19.3,2.9,9.4,1.7,1.4
Oc1ccc(-c2[nH]ncc2-c2nc3ccccc3s2)c(O)c1,-9.3,-15.8,-0.1,.,-4.5,-16.2,16.8,-1.6,3.2,-3.8,1.4
COC(C[C@H]1O[C@H]1[C@H](O)[C@@H](C)OCc1ccccc1)OC,-7.8,-15.8,-0.4,.,3.2,1.8,.,7.9,-1.6,-5.0,-2.5
O=C(Nc1ccccc1-c1ccccc1)NC1CCN(C(=O)N2CCOCC2)CC1,-9.1,-8.3,1.2,-6.0,7.2,-18.7,92.4,10.7,.,-3.0,0.3
Cc1cc(N(CC(=O)O)S(C)(=O)=O)ccc1Br,6.9,-0.8,0.6,-2.7,4.5,1.4,-4.4,-1.8,0.9,0.5,-0.5
Cc1ccc(NC(=O)C2c3ccccc3Oc3ccccc32)nc1,-2.4,-12.9,0.6,-12.6,.,9.2,-4.2,.,-0.4,-0.7,0.3
CC(C)Cn1c(SC(C)C(=O)NCC2CCCO2)nc2ccc(Cl)cc2c1=O (centres undefined),-1.1,5.5,0.7,-1.9,3.0,-10.4,-9.2,1.7,3.0,0.1,-1.6
CCOC(=O)c1ccccc1NS(=O)(=O)c1ccc(C)cc1,-7.8,-11.6,1.0,-0.2,6.1,-4.6,274.1,-3.9,-7.6,1.3,-0.3
Cc1sc2ncnc(NCc3ccccc3)c2c1C,-0.3,-2.0,0.2,0.8,2.0,5.4,9.1,1.7,-12.7,1.2,-1.6
CC(C)(C)c1ccc(/C=N/NC(=S)NCc2ccccc2)cc1,-12.6,10.6,-0.6,-1.5,-6.0,-22.9,10.4,-0.8,-7.4,-1.6,0.1
O=C(c1cccc(F)c1)N1CCN=C1SCc1cccnc1,0.3,-10.2,-0.4,.,-6.5,13.1,7.7,-3.8,-6.4,-8.9,1.8
COc1ccccc1N1C(=O)c2ccc(C(=O)Nc3ccc(F)cc3)cc2C1=O,-6.6,-1.0,1.5,-0.1,0.0,5.8,3.6,4.2,0.6,4.7,-1.2
CC1=NN(C(=O)COc2ccc(C)c(C)c2)C(O)(c2ccccc2)C1 (centres undefined),0.4,0.4,-1.5,0.4,3.5,-6.9,-6.2,8.0,11.6,-3.9,-1.8
C/C(CC(=O)Nc1ccccn1)=N\NC(=O)c1cccc(C)c1,-0.8,-12.2,-1.1,-1.0,-14.6,2.6,11.0,8.1,1.3,-0.7,-1.9
CCCCn1c(SCC(=O)Nc2cc(C)on2)nnc1-c1ccco1,-3.7,-13.6,0.5,11.4,-9.6,27.5,527.0*,2.5,-7.6,-3.7,-1.2
CC(=O)N1CCN(S(=O)(=O)c2cccc(C(=O)NCCc3ccc(Cl)cc3)c2)CC1,-1.1,3.9,-0.2,-2.7,-14.9,28.8,36.1,-0.2,-2.6,2.8,-0.1
Oc1c(Cl)cc(Oc2cc(Cl)c(O)c(CN3CCOCC3)c2)cc1CN1CCOCC1,-5.4,-13.1,-2.1,1.4,0.2,15.9,.,13.6,1.8,2.6,1.1

# Looked up above.
# CC1=NN(C(=O)COc2ccc(C)c(C)c2)C(O)(c2ccccc2)C1 (centres undefined) | PvdQ acylase: 0.4
# Cc1sc2ncnc(NCc3ccccc3)c2c1C | NSD2 inh: 0.8

# Carrying on.
SMILES,dFosB act,PvdQ acylase,C-LANA FP,NSD2 inh,RTF Ca sens inh,PfHsp90 yeast 2,Mot1-301 SUMO,RTF Ca sens act,Rtt109 HAT inh,Keap1 Nrf2 FP,CDK5 inh
Cc1ccccc1S(=O)(=O)N1C[C@H]2CON(C)[C@H]2C[C@H]1c1cccc(Br)c1,-6.1,-6.3,-0.4,.,-3.8,7.2,.,-4.8,2.3,-3.4,0.5
Cc1[nH]c2ccc(C(=O)OC(C)C(=O)NC3CCCCC3C)cc2c1C (centres undefined),-4.8,-8.4,2.5,4.8,1.1,3.3,-5.0,-2.9,-5.7,2.8,0.3
O=C(O)C/C(=C\c1cc2c(cc1Br)OCO2)c1nc2ccccc2s1,-7.1,9.2,-1.5,3.3,0.4,-22.0,-22.6,-3.7,6.8,-1.9,-1.9
CC(C)(C)C(=O)Nc1ccc(N2CCN(c3ccc(C(F)(F)F)cn3)CC2)nc1,-1.3,-8.2,-1.2,-2.3,-4.7,13.2,-8.5,-10.1,-7.4,-3.8,-0.6
Cc1cccc(Oc2ncc(-c3ccc(Cl)cc3)cn2)c1C,-6.6,-6.0,-0.5,-5.1,-9.1,-11.8,30.8,7.4,-20.7,0.5,-2.2
COC(=O)CNc1cc(S(=O)(=O)N2CCCCC2)ccc1Oc1cccc(C)c1,-0.7,9.1,-0.5,-3.3,5.3,-53.3,-21.2,5.4,12.2,-0.7,2.2
Cc1ccc(C(=O)N/C(=C\c2cccc([N+](=O)[O-])c2)C(=O)Nc2cccc(C(=O)O)c2)cc1,-8.3,-9.5,-0.8,3.8,-2.0,10.8,-5.6,3.1,3.2,2.3,0.0
Cc1ccc(NC(=O)CNC(=O)c2ccco2)c(Cl)c1,-2.9,-6.6,2.4,-3.3,-1.3,-0.3,24.5,-0.1,.,-5.1,-0.8
COc1ccc(C(C)=O)cc1CN(c1ccccc1OC)S(=O)(=O)c1cccs1,-4.2,-12.4,2.6,-5.4,-3.6,-9.4,369.9*,-4.5,3.7,-4.2,-0.7
Cc1ccc(Sc2ncccc2C(=O)O)c(C)c1,1.2,7.9,2.4,-2.4,11.0,-6.9,15.8,1.6,-0.1,1.2,0.6
Cc1nc(N2CCN(c3ccccc3)CC2)nc2c1C(=O)CCC2,-3.2,1.7,0.5,1.4,-5.4,.,-13.2,-0.8,2.2,-2.2,-1.2
S=C1NC[C@H](Cc2ccccc2)N1CC1CCN(CCCC2CCCC2)CC1,3.0,-24.1,1.0,.,-8.8,8.3,.,-6.8,4.6,-3.3,0.1
COc1ccc(Cl)cc1S(=O)(=O)N1CCCC(C(=O)NCc2ccncc2)C1 (centres undefined),-4.0,-0.2,-0.3,-0.4,5.3,-10.3,1.1,-5.3,-4.6,-2.4,0.2

# Screening data: PubChem BioAssay, several laboratories
